High-throughput results deposited in PubChem BioAssay by NCI.
Growth percent in the NCI-60 one-dose screen (48 h, 10 µM unless noted): 100 = growth as untreated, 0 = no growth, -100 = all killed.
U251: U251 CNS tumor cells | 80,000 compounds, 5.4% hits | AID 1794753
OVCAR-8: OVCAR-8 ovarian cancer. 81,000 compounds, 4.4% hits
SF-539: SF-539 CNS cancer; 81,000 compounds, 6.8% hits; AID 1794752
DU-145: DU-145 prostate cancer | 81,000 compounds, 4.2% hits | AID 1794760
PC-3: PC-3 prostate cancer cells; 80,000 compounds, 3.9% hits
SF-268: SF-268 CNS cancer cells. 82,000 compounds, 3.1% hits. AID 1794759
SF-295: SF-295 CNS cancer cells; 79,000 compounds, 5.6% hits; AID 1794758
SNB-19: SNB-19 CNS cancer cells. 81,000 compounds, 2.5% hits. AID 1794751
* = called active by the depositor; & = joins results of further samples. Rule for the calls: active = growth percent below 10; inactive = the rest.

CC(C)CCn1cnc2c(SCC(=O)O)nc(N)nc21 was read as U251 103, OVCAR-8 104, SF-539 102, DU-145 112, PC-3 99, SF-268 103, SF-295 108 and SNB-19 99.
Screening COc1ccc(-c2ccn(S(=O)(=O)c3ccc(C)cc3)n2)cc1 returned U251 82, OVCAR-8 83, SF-539 97, DU-145 94, PC-3 81, SF-268 96, SF-295 79 and SNB-19 95.
`ClCCn1c[n+](CCCl)c2ccccc21` gave U251 101, OVCAR-8 102, SF-539 94, DU-145 109, PC-3 95, SF-268 97, SF-295 104 and SNB-19 108.
Screening NC1N=C(Nc2ccccc2)N=CC(c2cc3ccccc3oc2=O)=N1 (stereo unspecified) returned U251 91, OVCAR-8 94, SF-539 92, DU-145 109, PC-3 81, SF-268 96, SF-295 99 and SNB-19 109.
CCCCn1c(N)c(N(CC)C(=O)c2ccc(Cl)cc2)c(=O)[nH]c1=O was read as U251 99, OVCAR-8 96, SF-539 94, DU-145 105, PC-3 95, SF-268 100, SF-295 89 and SNB-19 102.
Screening COc1cc2c(cc1OC)[N+]([O-])=C(c1ccccc1)C2=O returned U251 94, OVCAR-8 89, SF-539 112, DU-145 111, PC-3 73, SF-268 110, SF-295 99 and SNB-19 97.
`CCCCCCCCCCCCSCCc1ccccc1` gave U251 93, OVCAR-8 90, SF-539 103, DU-145 115, PC-3 84, SF-268 101, SF-295 104 and SNB-19 109.
For Cc1ccc(S(=O)(=O)Oc2ccc3sc4cccc(NCCN(C)C)c4c(=O)c3c2)cc1 the results were U251 -79*, OVCAR-8 -67*, SF-539 -95*, DU-145 -89*, PC-3 -86*, SF-268 -82*, SF-295 -92* and SNB-19 -60*.
`CCOC(=O)C1=C(N)N(c2ccc(C)cc2)C2=C(C(=O)CC(C)(C)C2)C1c1ccccn1` (stereo unspecified) gave U251 97, OVCAR-8 99, SF-539 103, DU-145 110, PC-3 95, SF-268 86, SF-295 99 and SNB-19 94.
`CC(=O)c1ccc(NC(=O)CNNc2nc3ccccc3c(=O)n2-c2ccccc2)cc1` gave U251 96, OVCAR-8 81, SF-539 95, DU-145 107, PC-3 87, SF-268 94, SF-295 102 and SNB-19 97.
For Cc1nn(-c2ccccc2)c(N2CCCCC2)c1/C=N/Nc1nc(-c2ccc(Cl)c(Cl)c2)cs1 the results were U251 98, OVCAR-8 99, SF-539 111, DU-145 98, PC-3 75, SF-268 88, SF-295 95 and SNB-19 92.
For Cc1cc(C)cc(Nc2cc(C)nc3nc(C(F)(F)F)nn23)c1 the results were U251 32, OVCAR-8 18, SF-539 4.1*, DU-145 38, PC-3 57, SF-268 29 and SNB-19 46.
CC1=C[C@H]2c3c(c(O)c(O)c4oc5c(C)cccc5c(=O)c34)[C@H](c3cc(O)c(O)c4oc5c(C)cccc5c(=O)c34)[C@H]2C(C)(C)C1 was read as U251 11, OVCAR-8 18, SF-539 -19*, DU-145 24, PC-3 10, SF-268 -1.1*, SF-295 -32* and SNB-19 15.
Screening CCCCC(O)C(F)(Cl)Cl (stereo unspecified) returned U251 105, OVCAR-8 104, SF-539 99, DU-145 108, PC-3 103, SF-268 98, SF-295 98 and SNB-19 102.
For CN(C)CCC(=O)c1ccc(-c2ccccc2)cc1 the results were U251 99, OVCAR-8 102, SF-539 102, DU-145 99, PC-3 106, SF-268 98, SF-295 106 and SNB-19 100.
For S=c1nc(-c2ccccc2)oc(=NC2CCCCC2)n1C1CCCCC1 the results were U251 19, OVCAR-8 32, SF-539 65, DU-145 13, PC-3 3.7*, SF-268 34, SF-295 2.9* and SNB-19 29.
N#Cc1c(CCCO)c(C#N)c2nc3ccccc3n2c1N was read as U251 103, OVCAR-8 102, SF-539 99, DU-145 111, PC-3 97, SF-268 103, SF-295 105 and SNB-19 97.
COc1ccc(-c2nc(SCCCCCCC(=O)NO)[nH]c(=O)c2C#N)cc1 was read as U251 106, OVCAR-8 102, SF-539 96, DU-145 106, PC-3 105, SF-268 111, SF-295 109 and SNB-19 103.
Screening CC12CCC(O)C(C)(C)C1CCC1=C2CCC2(C)C(c3ccoc3)CCC12C (stereo unspecified) returned OVCAR-8 92, SF-539 105, DU-145 111, PC-3 83, SF-268 108, SF-295 106 and SNB-19 102.
Cc1ccc2c(Cn3cc(COc4ccc5c(c4)NC(=O)CC5)nn3)cc(=O)oc2c1C was read as U251 71, OVCAR-8 65, SF-539 80, DU-145 71, PC-3 72, SF-268 70, SF-295 108 and SNB-19 64.
CC(C)OC(=O)c1ccc2n1CCc1cnc(NC3CCCC3)nc1-2 was read as U251 98, OVCAR-8 105, SF-539 95, DU-145 101, PC-3 105, SF-268 117, SF-295 100 and SNB-19 111.
Screening O=C(CSc1nc2sc3c(c2c(=O)n1-c1ccc(Cl)cc1)CCCC3)NN1C(=O)c2ccccc2C1=O returned U251 101, OVCAR-8 107, SF-539 99, DU-145 109, PC-3 96, SF-268 101, SF-295 93 and SNB-19 95.
COc1ccc(NC2CC(=O)N(c3c(C)cc(C)cc3C)C2=O)c(OC)c1 (stereo unspecified) was read as U251 98, OVCAR-8 101, SF-539 102, DU-145 112, PC-3 97, SF-268 103, SF-295 101 and SNB-19 94.
`CCOC(=O)C1(C(=O)OCC)NC(=O)CC1C` (stereo unspecified) gave U251 98, OVCAR-8 94, SF-539 99, DU-145 115, PC-3 99, SF-268 102, SF-295 109 and SNB-19 99.
Screening CCOC(=O)c1cc(-c2ccccc2)nc2c(O)cccc12 returned U251 79, OVCAR-8 81, SF-539 104, DU-145 84, PC-3 78, SF-268 77, SF-295 87 and SNB-19 89.
For C=C1C(=O)O[C@H]2[C@H]1CC/C(COC(=O)N[C@H](Cc1c[nH]c3ccccc13)C(=O)OC)=C\CC[C@@]1(C)O[C@@H]21 the results were U251 73, OVCAR-8 50, SF-539 12, DU-145 41, PC-3 57, SF-268 73, SF-295 92 and SNB-19 67.
`O=c1[nH]cnc2c1cnn2Cc1ccccc1` gave U251 90, OVCAR-8 106, SF-539 96, DU-145 109, PC-3 78, SF-268 102, SF-295 100 and SNB-19 102.
For O=C(CCCCCCNC(=O)C(O)(O)C(F)(F)F)Nc1ccc(Br)cc1 the results were U251 -21*, OVCAR-8 7.8*, SF-539 19, DU-145 0.6*, PC-3 32, SF-268 8.0*, SF-295 -25* and SNB-19 15.
For Cn1c(/C(C#N)=C/c2ccc3ccccc3c2)cc2ccccc21 the results were U251 34, OVCAR-8 30, SF-539 3.9*, DU-145 15, PC-3 29, SF-268 43, SF-295 3.4* and SNB-19 24.
CCOC(=O)c1cc(OCC)nc(SC)n1 was read as U251 101, OVCAR-8 101, SF-539 105, DU-145 99, PC-3 103, SF-268 91, SF-295 100 and SNB-19 113.
`O=[N+]([O-])c1cccc(Nc2n[nH]c(-c3ccccc3)n2)c1` gave U251 77, OVCAR-8 90, SF-539 73, DU-145 92, PC-3 66, SF-268 77, SF-295 78 and SNB-19 67.
COc1ccc(NC(=O)Nc2cc(-c3ccc(OC)cc3)on2)cc1 was read as U251 102, OVCAR-8 104, SF-539 102, DU-145 107, PC-3 101, SF-268 96, SF-295 91 and SNB-19 99.
`O=Cc1ccc(COC2CCC(=O)N2)o1` (stereo unspecified) gave U251 102, OVCAR-8 106, SF-539 108, DU-145 109, PC-3 104, SF-268 110, SF-295 108 and SNB-19 106.
For O=C(Nc1ccccc1)Oc1c(Cl)c(Cl)c(Cl)c(Cl)c1Cl the results were U251 100&99, OVCAR-8 98&105, SF-539 91&100, DU-145 101&110, PC-3 94&96, SF-268 99&94, SF-295 92&97 and SNB-19 100&93.
COc1c(/C(C)=N/N=c2sc(C(C)=O)nn2-c2ccc([N+](=O)[O-])cc2)c(Oc2ccccc2)c(OC)c2occc12 was read as U251 71, OVCAR-8 93, SF-539 97, DU-145 98, PC-3 84, SF-268 87, SF-295 93 and SNB-19 95.
For CC1(C)COB(OCC(C)(C)COB2OCC(C)(C)CO2)OC1 the results were U251 98, OVCAR-8 100, SF-539 98, DU-145 103, PC-3 94, SF-268 100, SF-295 97 and SNB-19 110.

The last 2 compounds of the section above come first, to join the parts.
COc1c(/C(C)=N/N=c2sc(C(C)=O)nn2-c2ccc([N+](=O)[O-])cc2)c(Oc2ccccc2)c(OC)c2occc12 was read as U251 71, OVCAR-8 93, SF-539 97, DU-145 98, PC-3 84, SF-268 87, SF-295 93 and SNB-19 95.
For CC1(C)COB(OCC(C)(C)COB2OCC(C)(C)CO2)OC1 the results were U251 98, OVCAR-8 100, SF-539 98, DU-145 103, PC-3 94, SF-268 100, SF-295 97 and SNB-19 110.
COc1ccc(NC(=O)c2ccc(Nc3ncnc4c3cnn4-c3cccc(Br)c3)cc2)cc1 was read as U251 98, OVCAR-8 96, SF-539 95, DU-145 106, PC-3 100, SF-268 97, SF-295 110 and SNB-19 97.
Screening N#C/C(=C\c1ccc(-c2cccc(C(F)(F)F)c2)o1)c1ccccc1 returned U251 100, OVCAR-8 101, SF-539 96, DU-145 102, PC-3 90, SF-268 107, SF-295 89 and SNB-19 99.
CCOC(=O)C1=C(C)NC(=O)NC1c1cc(=O)oc2c1ccc1ccccc12 (stereo unspecified) was read as U251 95, OVCAR-8 96, SF-539 97, DU-145 108, PC-3 92, SF-268 93, SF-295 95 and SNB-19 98.
Cc1cc(C(=O)NN)c(C#N)c(=O)[nH]1 was read as U251 104, OVCAR-8 100, SF-539 88, DU-145 106, PC-3 91, SF-268 116, SF-295 127 and SNB-19 95.
Screening CCN(C(=S)Nc1cccc(C(F)(F)F)c1)c1ccccc1 returned OVCAR-8 100, SF-539 102, DU-145 105, PC-3 87, SF-268 116, SF-295 100 and SNB-19 106.
`COc1cc2ccc(C(C)=O)cc2cc1OC` gave SF-539 96, DU-145 111, PC-3 91, SF-268 101 and SNB-19 104.
For CC(C)(C)CC(C)(C)Nc1c(-c2c(O)c3ccccc3oc2=O)nc2ccc(Cl)cn12 the results were U251 92, OVCAR-8 97, SF-539 102, DU-145 111, PC-3 83, SF-268 97, SF-295 87 and SNB-19 100.

Ordered by count of non-hydrogen atoms (lowest first): part of the list above.
Cc1cc(C(=O)NN)c(C#N)c(=O)[nH]1 was read as U251 104, OVCAR-8 100, SF-539 88, DU-145 106, PC-3 91, SF-268 116, SF-295 127 and SNB-19 95.
`O=Cc1ccc(COC2CCC(=O)N2)o1` (stereo unspecified) gave U251 102, OVCAR-8 106, SF-539 108, DU-145 109, PC-3 104, SF-268 110, SF-295 108 and SNB-19 106.
CCOC(=O)c1cc(OCC)nc(SC)n1 was read as U251 101, OVCAR-8 101, SF-539 105, DU-145 99, PC-3 103, SF-268 91, SF-295 100 and SNB-19 113.
`O=c1[nH]cnc2c1cnn2Cc1ccccc1` gave U251 90, OVCAR-8 106, SF-539 96, DU-145 109, PC-3 78, SF-268 102, SF-295 100 and SNB-19 102.
For O=C(Nc1ccccc1)Oc1c(Cl)c(Cl)c(Cl)c(Cl)c1Cl the results were U251 100&99, OVCAR-8 98&105, SF-539 91&100, DU-145 101&110, PC-3 94&96, SF-268 99&94, SF-295 92&97 and SNB-19 100&93.
Screening CCN(C(=S)Nc1cccc(C(F)(F)F)c1)c1ccccc1 returned OVCAR-8 100, SF-539 102, DU-145 105, PC-3 87, SF-268 116, SF-295 100 and SNB-19 106.
For CC1(C)COB(OCC(C)(C)COB2OCC(C)(C)CO2)OC1 the results were U251 98, OVCAR-8 100, SF-539 98, DU-145 103, PC-3 94, SF-268 100, SF-295 97 and SNB-19 110.
For Cn1c(/C(C#N)=C/c2ccc3ccccc3c2)cc2ccccc21 the results were U251 34, OVCAR-8 30, SF-539 3.9*, DU-145 15, PC-3 29, SF-268 43, SF-295 3.4* and SNB-19 24.
COc1ccc(NC(=O)Nc2cc(-c3ccc(OC)cc3)on2)cc1 was read as U251 102, OVCAR-8 104, SF-539 102, DU-145 107, PC-3 101, SF-268 96, SF-295 91 and SNB-19 99.
For O=C(CCCCCCNC(=O)C(O)(O)C(F)(F)F)Nc1ccc(Br)cc1 the results were U251 -21*, OVCAR-8 7.8*, SF-539 19, DU-145 0.6*, PC-3 32, SF-268 8.0*, SF-295 -25* and SNB-19 15.
CCOC(=O)C1=C(C)NC(=O)NC1c1cc(=O)oc2c1ccc1ccccc12 (stereo unspecified) was read as U251 95, OVCAR-8 96, SF-539 97, DU-145 108, PC-3 92, SF-268 93, SF-295 95 and SNB-19 98.
For CC(C)(C)CC(C)(C)Nc1c(-c2c(O)c3ccccc3oc2=O)nc2ccc(Cl)cn12 the results were U251 92, OVCAR-8 97, SF-539 102, DU-145 111, PC-3 83, SF-268 97, SF-295 87 and SNB-19 100.
COc1ccc(NC(=O)c2ccc(Nc3ncnc4c3cnn4-c3cccc(Br)c3)cc2)cc1 was read as U251 98, OVCAR-8 96, SF-539 95, DU-145 106, PC-3 100, SF-268 97, SF-295 110 and SNB-19 97.
COc1c(/C(C)=N/N=c2sc(C(C)=O)nn2-c2ccc([N+](=O)[O-])cc2)c(Oc2ccccc2)c(OC)c2occc12 was read as U251 71, OVCAR-8 93, SF-539 97, DU-145 98, PC-3 84, SF-268 87, SF-295 93 and SNB-19 95.
